# TcdB GH inh: inhibitors of Clostridioides difficile toxin B glycohydrolase; P18177; TcdB glycohydrolase enzymatic assay, plate reader; inhibition, % at 9.99 µM; 350,000 tested, 0.24% active; in the data active = inhibition above about 10%
# Target sequence (P18177 whole entry, looked up): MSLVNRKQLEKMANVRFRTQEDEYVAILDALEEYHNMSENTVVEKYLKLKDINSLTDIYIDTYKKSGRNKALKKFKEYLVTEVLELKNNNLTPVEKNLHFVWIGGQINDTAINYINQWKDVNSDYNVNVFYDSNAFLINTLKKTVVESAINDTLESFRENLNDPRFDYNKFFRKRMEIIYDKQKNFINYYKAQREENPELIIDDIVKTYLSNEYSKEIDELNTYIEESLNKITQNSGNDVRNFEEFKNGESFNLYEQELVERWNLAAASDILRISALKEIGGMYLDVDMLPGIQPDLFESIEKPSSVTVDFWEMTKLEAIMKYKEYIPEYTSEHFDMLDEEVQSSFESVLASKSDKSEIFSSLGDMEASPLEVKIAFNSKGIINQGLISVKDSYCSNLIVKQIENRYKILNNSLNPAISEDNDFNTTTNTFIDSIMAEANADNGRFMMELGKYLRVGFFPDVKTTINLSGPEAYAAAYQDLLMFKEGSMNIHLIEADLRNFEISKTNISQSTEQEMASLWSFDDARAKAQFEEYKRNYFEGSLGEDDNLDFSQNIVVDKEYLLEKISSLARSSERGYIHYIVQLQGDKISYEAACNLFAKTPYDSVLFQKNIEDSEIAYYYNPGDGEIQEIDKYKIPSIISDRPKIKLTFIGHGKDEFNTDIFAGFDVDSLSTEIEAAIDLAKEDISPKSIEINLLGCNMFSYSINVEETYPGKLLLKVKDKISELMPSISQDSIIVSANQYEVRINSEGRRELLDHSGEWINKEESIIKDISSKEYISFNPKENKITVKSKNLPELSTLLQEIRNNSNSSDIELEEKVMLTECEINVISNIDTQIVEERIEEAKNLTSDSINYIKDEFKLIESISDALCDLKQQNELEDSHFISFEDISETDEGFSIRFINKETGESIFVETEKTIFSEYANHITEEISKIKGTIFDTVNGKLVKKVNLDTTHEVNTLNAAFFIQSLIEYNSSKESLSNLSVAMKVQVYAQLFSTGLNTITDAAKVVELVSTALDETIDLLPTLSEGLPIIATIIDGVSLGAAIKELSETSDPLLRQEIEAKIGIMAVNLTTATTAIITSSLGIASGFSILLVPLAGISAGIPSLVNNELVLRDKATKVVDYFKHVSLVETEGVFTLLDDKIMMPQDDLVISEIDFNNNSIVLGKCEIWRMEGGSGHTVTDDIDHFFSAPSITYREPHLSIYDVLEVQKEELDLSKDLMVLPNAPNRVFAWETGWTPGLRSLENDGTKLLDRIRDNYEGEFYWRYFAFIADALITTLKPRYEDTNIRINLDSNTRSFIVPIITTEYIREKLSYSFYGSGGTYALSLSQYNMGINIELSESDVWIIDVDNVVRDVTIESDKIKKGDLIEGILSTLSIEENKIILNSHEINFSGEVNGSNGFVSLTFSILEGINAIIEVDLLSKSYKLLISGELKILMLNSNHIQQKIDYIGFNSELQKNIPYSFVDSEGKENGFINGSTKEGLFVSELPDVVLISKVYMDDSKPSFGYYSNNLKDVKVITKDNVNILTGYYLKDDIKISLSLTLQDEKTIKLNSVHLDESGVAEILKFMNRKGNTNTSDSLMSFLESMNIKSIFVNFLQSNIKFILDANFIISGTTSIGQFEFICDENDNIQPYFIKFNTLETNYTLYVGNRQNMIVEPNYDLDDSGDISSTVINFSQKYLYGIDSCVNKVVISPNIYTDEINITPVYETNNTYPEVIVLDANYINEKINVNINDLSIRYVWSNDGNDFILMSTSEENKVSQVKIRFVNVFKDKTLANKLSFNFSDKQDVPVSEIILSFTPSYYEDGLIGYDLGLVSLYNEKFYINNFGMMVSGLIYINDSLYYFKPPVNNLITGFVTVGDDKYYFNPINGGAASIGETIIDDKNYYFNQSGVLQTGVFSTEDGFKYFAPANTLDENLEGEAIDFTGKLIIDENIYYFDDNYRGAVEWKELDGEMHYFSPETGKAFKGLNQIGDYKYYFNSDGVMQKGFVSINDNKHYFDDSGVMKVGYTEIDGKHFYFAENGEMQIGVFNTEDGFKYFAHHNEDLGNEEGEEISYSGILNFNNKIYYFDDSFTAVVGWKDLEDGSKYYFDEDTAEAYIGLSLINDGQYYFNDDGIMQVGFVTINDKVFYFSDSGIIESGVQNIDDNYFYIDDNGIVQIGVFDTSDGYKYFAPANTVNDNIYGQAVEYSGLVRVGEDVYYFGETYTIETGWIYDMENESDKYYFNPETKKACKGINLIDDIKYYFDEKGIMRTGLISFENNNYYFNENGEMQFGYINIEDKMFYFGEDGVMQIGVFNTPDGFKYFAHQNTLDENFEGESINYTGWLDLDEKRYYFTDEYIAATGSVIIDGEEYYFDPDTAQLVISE
# Mtb BioA inh: BioA (M. tuberculosis) enzyme inhibition. purified M. tuberculosis BioA enzyme, plate reader. inhibition, % at 9.99 µM. 360,000 tested, 0.096% active; in the data active = inhibition above about 40%
# Starred values were filed as active, the others as inactive; & = joins results of further samples. Not all compounds are listed (hit frequency here may not be typical).
item	canonical_smiles	TcdB GH inh	Mtb BioA inh
1	COc1ccc(S(=O)(=O)Nc2cccc3c2O[C@@H](CN(C)C(=O)Nc2ccc4c(c2)OCO4)[C@@H](C)CN([C@@H](C)CO)C3=O)cc1	1.1	-3.4
2	N#C[C@@H]1[C@H](c2ccc(-c3cncnc3)cc2)[C@@H](CO)N1C(=O)Cc1ccccc1	-0.7	2.9
3	O=C(C[C@@H]1CC[C@@H](NC(=O)c2cccc(F)c2)[C@@H](CO)O1)NCc1ccc(Oc2ccccc2)cc1	-0.2	-2.5
4	OC[C@@H]1[C@H](c2ccc(C#CC3(O)CCCC3)cc2)[C@@H]2CN(Cc3cncnc3)CCCCN12	0.0	2.8
5	CCCNC(=O)N1C[C@@H](C)[C@@H](OC)CN(C)C(=O)c2cc(NC(=O)CC)ccc2OC[C@H]1C	0.9	-1.7
6	CCC(=O)N1[C@H](CNC(C)=O)[C@@H](c2ccc(-c3ccc(F)cc3)cc2)[C@@H]1CO	0.2	2.4
7	C[C@@H]1CN([C@H](C)CO)C(=O)c2cc(NS(=O)(=O)c3cn(C)cn3)ccc2O[C@H]1CN(C)S(=O)(=O)c1cccs1	-0.3	-1.1
8	COCC(=O)N(C)C[C@H]1Oc2ncc(-c3ccc(C#N)cc3)cc2C(=O)N([C@@H](C)CO)C[C@H]1C	-0.1	0.2
9	C/C=C/c1cccc(-c2nc(C(=O)NCc3cccc(OC)c3)cc3c2[C@@H](CCO)N([S@](=O)C(C)(C)C)C3)c1	0.0	1.3
10	COc1ccc(CN(C)C[C@@H]2OCCCC[C@H](C)Oc3ccc(NS(C)(=O)=O)cc3C(=O)N([C@H](C)CO)C[C@H]2C)cc1	-0.4	0.9
11	C[C@H](CO)N1C[C@H](C)[C@H](CN(C)C(=O)Nc2ccc(F)cc2)Oc2ncc(C#CCN(C)C)cc2C1=O	0.0	-3.8
12	COc1ccccc1CNC(=O)C[C@@H]1C[C@H]2c3cc(NS(C)(=O)=O)ccc3O[C@H]2[C@@H](CO)O1	0.8	2.0

# Continued; it opens with the 2 that closed the last part.
item	canonical_smiles	TcdB GH inh	Mtb BioA inh
11	C[C@H](CO)N1C[C@H](C)[C@H](CN(C)C(=O)Nc2ccc(F)cc2)Oc2ncc(C#CCN(C)C)cc2C1=O	0.0	-3.8
12	COc1ccccc1CNC(=O)C[C@@H]1C[C@H]2c3cc(NS(C)(=O)=O)ccc3O[C@H]2[C@@H](CO)O1	0.8	2.0
13	Cc1noc(C)c1S(=O)(=O)Nc1cccc2c1O[C@@H](CN(C)CC1CCCCC1)[C@@H](C)CN([C@@H](C)CO)C2=O	0.6	-2.1
14	C[C@@H]1CN([C@H](C)CO)C(=O)Cc2cc(NC(=O)Nc3cccc4ccccc34)ccc2O[C@@H]1CN(C)S(C)(=O)=O	1.0	3.1
15	C[C@H](CO)N1C[C@H](C)[C@@H](CN(C)Cc2ccncc2)Oc2ccc(NS(=O)(=O)c3ccccc3)cc2C1=O	-0.7	-2.7
16	C[C@@H]1CN([C@H](C)CO)C(=O)Cc2cc(NC(=O)CCC(F)(F)F)ccc2O[C@@H]1CN(C)C(=O)Nc1ccc(F)cc1	1.1	-1.1
17	CC(C)C#Cc1cnc2c(c1)C(=O)N([C@@H](C)CO)C[C@H](C)[C@@H](CN(C)Cc1ccc3c(c1)OCO3)O2	0.2	-1.8
18	COc1ccc(-c2cnc3c(c2)C(=O)N([C@@H](C)CO)C[C@H](C)[C@@H](CN(C)C(=O)Cc2ccccn2)O3)cc1	0.1	0.0
19	CC(C)NC(=O)N(C)C[C@@H]1Oc2ccc(NC(=O)Cn3cnnn3)cc2CC(=O)N([C@H](C)CO)C[C@@H]1C	-0.8	0.0
20	CC(C)C#Cc1ccc2c(c1)O[C@@H](CN(C)C(=O)c1cccnc1)[C@H](C)CN([C@@H](C)CO)S2(=O)=O	-2.4	-1.9
21	C[C@H]1CN([C@@H](C)CO)C(=O)c2cccc(NC(=O)C3CCOCC3)c2O[C@H]1CN(C)C(=O)Nc1cccc2ccccc12	-1.4	-2.4
22	C[C@@H]1CCCCO[C@@H](CN(C)S(=O)(=O)c2ccc(Cl)cc2)[C@H](C)CN([C@@H](C)CO)C(=O)c2cc(NC(=O)Nc3ccc4c(c3)OCO4)ccc2O1	-0.8	-1.3
23	C[C@@H]1CCCCO[C@@H](CN(C)S(=O)(=O)c2ccc(F)cc2)[C@H](C)CN([C@H](C)CO)C(=O)c2cc(NS(=O)(=O)c3ccccc3)ccc2O1	0.6	-3.8
24	C[C@H]1CN([C@@H](C)CO)S(=O)(=O)c2ccc(-c3cncnc3)cc2O[C@H]1CN(C)C(=O)Cc1ccncc1	0.7	-2.0

# Going on with the list.
item	canonical_smiles	TcdB GH inh	Mtb BioA inh
25	C[C@H]1CCCCO[C@H](CN(C)CC2CCCCC2)[C@@H](C)CN([C@@H](C)CO)C(=O)c2cc(NC(=O)Cc3ccccc3)ccc2O1	0.5	-0.9
26	C[C@@H]1CN([C@@H](C)CO)C(=O)Cc2cc(NC(=O)Nc3cccc4ccccc34)ccc2O[C@H]1CN(C)Cc1ccc2c(c1)OCO2	0.7	-3.1
27	C[C@H](CO)N1C[C@H](C)[C@H](CN(C)Cc2ccccc2C(=O)O)OCc2cn(nn2)CCCC1=O	-0.8	-1.5
28	C[C@@H]1CN([C@@H](C)CO)C(=O)c2cc(NC(=O)NC3CCCCC3)ccc2O[C@@H]1CN(C)S(C)(=O)=O	0.6	-2.0
29	C[C@H](CO)N1C[C@H](C)[C@@H](CN(C)C(=O)Nc2cccc3ccccc23)Oc2ccc(NC(=O)Nc3ccccc3)cc2CC1=O	1.0	2.1
30	COCC(=O)Nc1ccc2c(c1)[C@@H]1C[C@H](CC(=O)NCc3ccccn3)O[C@@H](CO)[C@@H]1O2	-2.9	0.0
31	CNC[C@@H]1OCCCC[C@H](C)Oc2ccc(NC(=O)Cc3ccccc3)cc2C(=O)N([C@@H](C)CO)C[C@@H]1C	-0.6	-0.8
32	COc1ccc(NC(=O)Nc2ccc3c(c2)C(=O)N([C@H](C)CO)C[C@@H](C)[C@@H](CN(C)S(=O)(=O)c2ccc(C)cc2)OCCCC[C@H](C)O3)cc1	-0.8	-4.6
33	C[C@H]1CN([C@@H](C)CO)C(=O)c2cccc(NS(=O)(=O)c3cn(C)cn3)c2O[C@H]1CN(C)S(=O)(=O)c1cn(C)cn1	0.4	-0.9
34	Cc1ccc(S(=O)(=O)N(C)C[C@H]2Oc3ccc(NC(=O)Nc4ccc(F)cc4)cc3CC(=O)N([C@H](C)CO)C[C@H]2C)cc1	-2.1	-0.8
35	COc1ccccc1NC(=O)N[C@@H]1CC[C@H](CC(=O)NCc2ccc(Cl)c(Cl)c2)O[C@H]1CO	1.4	0.7
36	C[C@@H]1CN([C@H](C)CO)C(=O)c2cccc(NS(=O)(=O)c3ccc(Cl)cc3)c2O[C@@H]1CN(C)C(=O)Nc1ccc(F)cc1	-2.0	1.0

# The list goes on; the last 3 above are carried over.
item	canonical_smiles	TcdB GH inh	Mtb BioA inh
34	Cc1ccc(S(=O)(=O)N(C)C[C@H]2Oc3ccc(NC(=O)Nc4ccc(F)cc4)cc3CC(=O)N([C@H](C)CO)C[C@H]2C)cc1	-2.1	-0.8
35	COc1ccccc1NC(=O)N[C@@H]1CC[C@H](CC(=O)NCc2ccc(Cl)c(Cl)c2)O[C@H]1CO	1.4	0.7
36	C[C@@H]1CN([C@H](C)CO)C(=O)c2cccc(NS(=O)(=O)c3ccc(Cl)cc3)c2O[C@@H]1CN(C)C(=O)Nc1ccc(F)cc1	-2.0	1.0
37	O=C(c1ccccn1)N1C[C@@H]2[C@H](c3ccccc31)[C@H](CO)N2C(=O)CC1CC1	-0.9	-1.2
38	COCc1cn(CC[C@H]2CC[C@@H](NC(=O)Nc3ccc(OC)cc3)[C@@H](CO)O2)nn1	-1.4	4.2
39	C[C@@H]1CN([C@@H](C)CO)C(=O)Cc2cc(NS(=O)(=O)c3ccc(F)cc3)ccc2O[C@@H]1CN(C)S(=O)(=O)c1ccc(F)cc1	-0.4	2.7
40	O=C(C[C@@H]1C=C[C@@H](NC(=O)C2CC2)[C@@H](CO)O1)NCc1ccccc1Cl	1.0&-0.4	-5.1
41	C[C@@H]1CN([C@@H](C)CO)C(=O)c2cc(NC(=O)c3ccncc3)ccc2O[C@H]1CN(C)Cc1ccccc1	0.2	0.5
42	C[C@@H]1CN([C@@H](C)CO)C(=O)c2cccc(NC(=O)Nc3ccc(F)cc3)c2O[C@H]1CN(C)CC1CC1	-1.0	0.6
43	CCCN(C)C[C@H]1Oc2ncc(C#CCC(C)C)cc2C(=O)N([C@@H](C)CO)C[C@H]1C	0.9	4.5
44	C[C@@H]1CN([C@@H](C)CO)C(=O)c2cc(NC(=O)c3ccncc3)ccc2O[C@@H]1CN(C)Cc1ccccc1	-1.1	0.9
45	CC(C)NC(=O)N1C[C@@H]2[C@H](c3ccccc31)[C@H](CO)N2C(=O)NC(C)C	0.3	-1.4
46	C[C@H](CO)N1C[C@H](C)[C@H](CN(C)C(=O)C2CCOCC2)Oc2ncc(-c3cccnc3)cc2C1=O	-0.1	-1.2
47	C[C@@H]1CN([C@H](C)CO)C(=O)Cc2cc(NC(=O)C3CCCCC3)ccc2O[C@H]1CN(C)C(=O)Nc1ccc(F)cc1	-1.1	-0.8
48	C[C@H](CO)N1C[C@H](C)[C@@H](CN(C)C(=O)Nc2ccccc2)OCCCC[C@H](C)Oc2ccc(NC(=O)NC3CCCCC3)cc2C1=O	-0.4	1.2

# Further structures:
item	canonical_smiles	TcdB GH inh	Mtb BioA inh
49	CO[C@@H](C(=O)N(C)C[C@@H]1OCc2ccccc2-c2ccccc2C(=O)N([C@H](C)CO)C[C@H]1C)c1ccccc1	-0.1	0.2
50	C[C@@H]1CN([C@@H](C)CO)C(=O)c2cc(NC(=O)NC3CCCCC3)ccc2O[C@@H](C)CCCCO[C@@H]1CN(C)C	0.4	0.7
51	C[C@@H]1CN([C@H](C)CO)C(=O)c2cc(NC(=O)c3ccncc3)ccc2O[C@@H]1CN(C)C(=O)Nc1ccc(F)cc1	0.0	1.6
52	CN(C)Cc1cn(CC[C@H]2CC[C@H](NS(=O)(=O)c3ccccc3)[C@H](CO)O2)nn1	1.2	-1.8
53	CC(C)NC(=O)N(C)C[C@H]1Oc2cc(C#Cc3ccccn3)ccc2S(=O)(=O)N([C@H](C)CO)C[C@H]1C	-1.3	-1.6
54	Cc1noc(C)c1NC(=O)N(C)C[C@H]1Oc2ccc(NC(=O)C3CC3)cc2CC(=O)N([C@H](C)CO)C[C@@H]1C	-1.1	0.6
55	C[C@@H]1CN([C@H](C)CO)C(=O)c2cc(NC(=O)Nc3ccccc3)ccc2O[C@H]1CN(C)Cc1ccc(C(=O)O)cc1	0.2	-1.6
56	C[C@H]1CCCCO[C@H](CN(C)Cc2ccncc2)[C@@H](C)CN([C@@H](C)CO)C(=O)c2cc(NC(=O)CCCN(C)C)ccc2O1	0.5	-0.2
57	CC(C)NC(=O)Nc1cccc2c1O[C@@H](CN(C)S(=O)(=O)c1cn(C)cn1)[C@@H](C)CN([C@H](C)CO)C2=O	-0.2	-1.7
58	CC(C)NC(=O)N(C)C[C@@H]1OCCCC[C@H](C)Oc2ccc(NS(C)(=O)=O)cc2C(=O)N([C@H](C)CO)C[C@@H]1C	0.1	5.4
59	C[C@H](O)C#Cc1cnc2c(c1)C(=O)N([C@@H](C)CO)C[C@H](C)[C@H](CN(C)C(=O)c1ccccc1F)O2	-1.4	-0.6
60	COc1ccccc1-c1ccc([C@H]2[C@@H](CO)N(C(=O)C3CCOCC3)[C@H]2C#N)cc1	-0.5	-1.2

# Entries listed so far containing a COOH group:
item	canonical_smiles	TcdB GH inh	Mtb BioA inh
27	C[C@H](CO)N1C[C@H](C)[C@H](CN(C)Cc2ccccc2C(=O)O)OCc2cn(nn2)CCCC1=O	-0.8	-1.5
55	C[C@@H]1CN([C@H](C)CO)C(=O)c2cc(NC(=O)Nc3ccccc3)ccc2O[C@H]1CN(C)Cc1ccc(C(=O)O)cc1	0.2	-1.6

# The list continues.
item	canonical_smiles	TcdB GH inh	Mtb BioA inh
61	C[C@H](CO)N1C[C@H](C)[C@H](CN(C)S(=O)(=O)c2ccccc2)Oc2ccc(N(C)C)cc2C1=O	-5.4	11
62	CCNC(=O)c1cc2c(c(-c3cccc(-c4cccc(F)c4)c3)n1)[C@H](CCO)N([S@@](=O)C(C)(C)C)C2	-1.7	6.5
63	C[C@@H]1CN([C@@H](C)CO)C(=O)c2cc(NS(=O)(=O)c3ccc(Cl)cc3)ccc2O[C@@H](C)CCCCO[C@@H]1CN(C)Cc1ccc(C(F)(F)F)cc1	-0.7	0.0
64	C[C@@H]1CCCCO[C@@H](CN(C)CC2CCCCC2)[C@H](C)CN([C@@H](C)CO)C(=O)c2cc(NS(=O)(=O)c3ccc(F)cc3)ccc2O1	0.4	-2.7
65	Cc1noc(C)c1S(=O)(=O)N(C)C[C@@H]1Oc2ccc(NC(=O)Cn3cnnn3)cc2CC(=O)N([C@H](C)CO)C[C@@H]1C	-0.3	-1.4
66	C[C@H](CO)N1C[C@H](C)[C@@H](CN(C)Cc2ccccc2)Oc2c(NC(=O)Nc3ccccc3)cccc2C1=O	0.6	0.7
67	C[C@H]1CN([C@@H](C)CO)S(=O)(=O)c2ccc(C#CC3(O)CCCC3)cc2O[C@H]1CN(C)C(=O)Nc1cccc(F)c1	-0.4	1.1
68	CC(C)CC#Cc1ccc2c(c1)O[C@@H](CN(C)C(=O)CN(C)C)[C@@H](C)CN([C@@H](C)CO)S2(=O)=O	-0.6	-0.5
69	C[C@H](CO)N1C[C@H](C)[C@H](CN(C)Cc2ccc(C(=O)Nc3ccccc3N)cc2)Oc2ccc(N(C)C)cc2CC1=O	-7.3	1.4
70	Cc1noc(C)c1NC(=O)N(C)C[C@H]1Oc2c(cccc2N(C)C)C(=O)N([C@@H](C)CO)C[C@H]1C	-0.9	-0.6
71	C[C@@H]1CCCCO[C@@H](CN(C)C(=O)Nc2cccc3ccccc23)[C@@H](C)CN([C@@H](C)CO)C(=O)c2cc(NC(=O)NC3CCCCC3)ccc2O1	-0.6	-1.0
72	COc1ccc(-c2ccc3c(c2)[C@H]2[C@H](CCN2C(=O)NC2CCCCC2)[C@H](CO)N3C)cc1	2.9	0.5

# Single values from the list:
# cpd 14 in Mtb BioA inh → 3.1
# cpd 62 in Mtb BioA inh → 6.5
# cpd 49 in TcdB GH inh → -0.1
# cpd 15 in TcdB GH inh → -0.7
